Compound activity: PubChem, several laboratories
Diaphorase act – compounds boosting diaphorase resazurin reduction – biochemical, uHTS, resorufin fluorescence, counter-screen for diaphorase-coupled primary assays, primary screen; activation factor at 20 µM; Diaphorase/resazurin coupled assay, 16 min; active compounds read high; 1 = vehicle wells, 0 = NADH-free wells; AID 1229, 2008; 190,000 compounds, 0.005% hits;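 active = diaphorase activity raised at least twofold by the compound at 20 µM; inactive = activation factor below 2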
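Material: Clostridium kluyveri diaphorase, purified enzyme; Quantity: enzyme 0.07 U/mL final; Medium: HEPES pH 7.4 buffer with MgCl2 and Tween 20; Dosing: single compound dose of 20 µM, 1% DMSO final; Schedule: 16 min reaction at room temperature; Measured by: red resorufin fluorescence at 544/590 nm excitation/emission.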
RAM network inh – inhibitors of the yeast RAM network, primary screen, dse1pr::URA3 reporter, 5-FOA selection | AID 868, 2007 | inhibition, % at 50 µM | 190,000 compounds, 1.8% hits | S. cerevisiae dse1pr::URA3 reporter, 5-FOA growth OD615, 2 d; analog-sensitive cbk1-as2 kinase mutant strain;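 active = inhibition above a set limit, 3 SD over mean compound inhibition, cut at about 8.4% in these data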;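 also: 0% = DMSO-only wells with no growth and 100% = 10 µM 1-NA-PP1 full growth; inhibition rescues growth on 5-FOA so higher OD means more RAM inhibition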
Lmaj promast – Leishmania major promastigote growth inhibition, primary screen. Leishmania major promastigotes, resazurin fluorescence viability. inhibition, % at 10 µM. 200,000 compounds, 9% hits;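 also: promastigotes grown with compound for 44 hours at 28 °C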
Redox H2O2 prof – compounds producing H2O2 with reducing agent – biochemical, NIH compound library profiling, artefact control for MLSCN library redox annotation, primary screen. activation, % at 10 µM. DTT-dependent redox cycling H2O2, phenol red/HRP absorbance; 100% = 100 µM peroxide control, 0% = buffer. 200,000 compounds, 0.03% hits;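 active = activation of at least 50% relative to the plate's high and low controls in the primary single-dose screen; inactive = activation below 50%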;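 also: compound incubated with DTT at 0.8 mM final as the reducing agent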
S1P3 antag – S1P3 receptor antagonists, primary screen, cell-based; CHO S1P3 NFAT-BLA reporter, FRET fluorescence, antagonist mode; inhibition, % at 4.98 µM; Sphingosine 1-phosphate receptor 3 (Homo sapiens), Q99500; 170,000 compounds, 0.27% hits;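 active = inhibition above the plate cutoff, the mean inhibition of test wells on that plate plus 3 SD, cut at about 28% in these data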;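 also: cells challenged with S1P at its EC80 of 0.8 µM; blue over green emission ratio from cleaved BLA substrate after 4 h stimulation; 0% = S1P-stimulated wells and 100% = unstimulated DMSO-only wells; some compounds past the cut are filed as inactive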
Hsp70 activator – Hsp70 transcriptional activators, primary screen, cell-based, HeLa, Hsp70 promoter luciferase, luminescence, 10 µM; HeLa Hsp70 promoter luciferase reporter; scaled: vehicle 0, proteasome-inhibitor control 100%; activation, % at 10 µM; 200,000 compounds, 0.04% hits; AID 1203, 2008;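 active = activation above the mean across all tested compounds plus 3 SD, cutoff set per campaign, cut at about 5.5% in these data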;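 also: 100% = MG132 at 30 µM as the positive control and 0% = DMSO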
PMI act satM6P – human PMI activators, high substrate, primary screen, biochemical, fluorescence intensity, near-saturating mannose 6-phosphate; Mannose-6-phosphate isomerase (Homo sapiens), P34949; coupled PMI enzyme assay, resazurin fluorescence, 20 min; active compounds read high; 1 = untreated enzyme, 0 = substrate-free blank; activation factor at 20 µM; 190,000 compounds, 0.34% hits; AID 1216, 2008;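 active = activation factor of 2 or more at 20 µM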
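Material: human phosphomannose isomerase with PGI, G6PDH, diaphorase coupling enzymes; amount: PMI at 15 ng/mL final; also added: Mannose-6-phosphate 1.0 mM (near-saturating) plus 0.22 mM NADP+; incubation: enzyme reaction with compound 20 min at room temperature; signal: resorufin fluorescence (Ex 544/Em 590 nm) from resazurin via diaphorase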
PMI activator – activators of human PMI, primary screen, biochemical, fluorescence intensity, near-Km mannose 6-phosphate; 190,000 compounds, 0.005% hits; activation factor at 20 µM; purified human PMI, coupled resazurin fluorescence, 20 min; active compounds read high; 1 = vehicle control, 0 substrate-free wells;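 active = activation factor of 2 or more at 20 µM, relative to plate controls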
TLR4-MyD88 BLA – inhibitors of TLR4-MyD88 association in cells, primary screen, cell-based, HeLa CL3-4, BLA complementation, FRET ratio; Toll-like receptor 4 (Homo sapiens) + Myeloid differentiation primary response protein …; inhibition, % at 8.4 µM; HeLa CL3-4 TLR4/MyD88 BLA complementation; 200,000 compounds, 0.18% hits; in the data active = inhibition above about 25%;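 also: 0% = vehicle and 100% = reference inhibitor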
Target sequence (O00206 whole entry, looked up): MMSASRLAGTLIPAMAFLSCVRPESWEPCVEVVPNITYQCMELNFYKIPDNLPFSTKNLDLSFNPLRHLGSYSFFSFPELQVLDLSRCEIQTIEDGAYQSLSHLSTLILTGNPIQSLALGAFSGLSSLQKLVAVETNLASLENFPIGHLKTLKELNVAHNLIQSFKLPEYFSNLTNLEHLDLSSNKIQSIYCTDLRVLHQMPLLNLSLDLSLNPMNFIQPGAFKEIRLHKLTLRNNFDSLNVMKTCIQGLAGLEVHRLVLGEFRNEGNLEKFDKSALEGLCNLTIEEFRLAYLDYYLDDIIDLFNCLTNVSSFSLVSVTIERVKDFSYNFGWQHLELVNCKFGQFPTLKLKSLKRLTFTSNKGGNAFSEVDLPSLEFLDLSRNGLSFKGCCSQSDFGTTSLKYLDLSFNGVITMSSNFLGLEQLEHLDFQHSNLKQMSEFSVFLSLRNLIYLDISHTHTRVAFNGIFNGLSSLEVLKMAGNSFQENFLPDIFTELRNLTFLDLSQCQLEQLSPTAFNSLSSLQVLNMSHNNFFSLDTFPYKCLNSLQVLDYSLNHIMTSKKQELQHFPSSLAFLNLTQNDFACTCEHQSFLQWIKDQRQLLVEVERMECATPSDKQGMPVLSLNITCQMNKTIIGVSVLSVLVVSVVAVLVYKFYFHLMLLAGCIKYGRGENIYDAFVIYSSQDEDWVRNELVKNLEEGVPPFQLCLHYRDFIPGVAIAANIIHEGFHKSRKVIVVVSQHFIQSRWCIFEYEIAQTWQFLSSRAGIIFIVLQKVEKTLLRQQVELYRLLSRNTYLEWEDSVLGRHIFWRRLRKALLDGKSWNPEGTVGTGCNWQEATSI
Target sequence (Q99836 whole entry, looked up): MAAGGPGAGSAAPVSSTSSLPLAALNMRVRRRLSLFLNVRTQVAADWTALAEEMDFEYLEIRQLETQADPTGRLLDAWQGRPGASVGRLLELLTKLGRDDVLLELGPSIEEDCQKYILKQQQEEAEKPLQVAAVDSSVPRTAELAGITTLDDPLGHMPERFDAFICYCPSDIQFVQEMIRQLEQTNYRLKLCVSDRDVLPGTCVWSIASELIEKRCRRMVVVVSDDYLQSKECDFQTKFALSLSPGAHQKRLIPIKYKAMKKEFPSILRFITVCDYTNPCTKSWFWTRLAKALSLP
G6PDH counter – L. mesenteroides G6PDH inhibitors, counter-screen for G6PDH-coupled screening assays, biochemical, Leuconostoc mesenteroides enzyme; Purified L. mesenteroides G6PDH, diaphorase/resazurin coupled fluorescence, 45 min; inhibition, % at 5 µM; 200,000 compounds, 0.12% hits
Diaph inh CS – diaphorase inhibitors and chemical oxidizers, primary screen, counter-screen for diaphorase-coupled primary assays, biochemical, uHTS, resorufin fluorescence; diaphorase resazurin-to-resorufin fluorescence, NADH, 16 min; bacterial (C. kluyveri) enzyme, not human; inhibition, % at 20 µM; 190,000 compounds, 0.69% hits; AID 1217, 2008;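 active = primary screen inhibition at 20 µM above a set limit, cut at about 50% in these data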;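 also: plate controls were DMSO with full reaction for no effect and wells lacking NADH for full effect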
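material = Clostridium kluyveri diaphorase enzyme | amount = 0.14 U/mL diaphorase, enzyme working solution | schedule = incubation 16 min, room temperature | detection = fluorescence of resorufin formed from resazurin, Ex 544/Em 590 nm | benchmarks = positive control minus NADH, DMSO neutral control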
* = called active by the depositor; · = no result given. Rule as the data show it, unless noted: active = inhibition above about 50%; inactive = the rest.

SMILES	Diaphorase act	RAM network inh	Lmaj promast	Redox H2O2 prof	S1P3 antag	Hsp70 activator	PMI act satM6P	PMI activator	TLR4-MyD88 BLA	G6PDH counter	Diaph inh CS
CCN(Cc1ccncc1)C(=O)c1ccc2c(c1)S(=O)(=O)c1ccccc1C2=O	0.9	1.2	-12	-3.4	-14	-0.3	1.1	1.3	-15	2	6
O=C(CCC(=O)OCC(=O)c1ccc(Cl)cc1)NC1CCCCC1	0.9	0.5	-13	2.2	·	-0.1	1	1	-1	2	10
Cc1cc(/C=N/NC(N)=S)c(C)n1-c1ccc(Cl)cc1	0.9	0.8	89*	-0.1	-5	0.0	1.1	1.1	2	-1	5
CCOc1ccccc1-c1cc(-c2n[nH]c(=S)n2CC)c2ccccc2n1	0.7	1.9	-5	-0.7	-4	-0.2	0.9	0.9	-3	10	34
CCC1CCC2(CC1)NC(=O)N(CC(=O)Nc1cc(C)on1)C2=O (stereo not drawn)	0.8	2.5	62*	-1.1	-2	0.0	1	1	-4	-1	16
CCC(=O)n1nc(-c2ccc(Cl)cc2)nc1N	0.9	0.8	-5	0.2	-8	-0.1	0.9	0.9	2	5	14
CCOc1ccccc1OCCCCN1CCCC1	0.8	0.9	17	1.6	-23	-0.3	0.9	0.8	5	18	21
COc1cc(NC(=O)c2cc(C)nc3ccccc23)cc(OC)c1OC	0.9	1.4	1	-1.6	-12	0.1	0.9	1.1	4	4	11
Cc1nc2ccc(NC(=O)NCCO)cc2s1	0.9	0.4	2	0.1	·	0.2	1	0.9	3	-2	8
CCC(=O)Nc1nnc(SCCOC)s1	1.1	-1.0	-7	2.2	·	-0.2	1	1	8	-7	-7
COc1cc(NC(=O)CN2C(=O)c3ccccc3Sc3ccc(C(=O)N4CCOCC4)cc32)cc(OC)c1OC	0.9	0.8	0	-0.2	-25	-0.5	0.8	0.9	3	1	10
COc1ccc2c(c1)c(C(=O)CN1CCN(C(=O)c3ccco3)CC1)c(C)n2C	0.8	-1.0	0	-0.8	-5	-0.2	1	1	-3	0	22
CCN(CC)CCCn1c(=S)[nH]c2cc(OC)c(OC)cc2c1=O	1	2.7	14	-0.4	·	-0.2	0.9	0.9	-5	2	4
Cc1ccc(S(=O)(=O)N(C)c2ccc3ccccc3c2)cc1	1	2.1	4	-0.6	-14	-0.3	1.1	1.1	-1	-1	-5
CSC1CCCCC1(O)CSc1nc2ccccc2o1 (stereo not drawn)	0.8	-0.6	-8	-3.2	20	-0.3	0.9	0.9	5	-2	21
CC(C)C(=O)N1CCc2cc(-c3csc(N)n3)ccc21	0.9	0.1	-1	-0.9	12	-0.2	2.1*	1.7	0	-2	12
CCCN(C(=O)CSc1cc(-c2ccccc2)c2ccc(OC)cc2n1)C1CCS(=O)(=O)C1 (stereo not drawn)	0.7	3.3	6	0.4	-19	-0.4	0.9	0.8	12	-18	26
C/C(=N\NC(=S)NCc1ccccc1)c1cccs1	1	0.4	10	-1.1	5	0.1	1.1	1.1	1	1	-2
O=S(=O)(c1ccc(NCCc2c[nH]c3ccccc23)nc1)N1CCOCC1	0.8	-0.8	1	2.2	-9	-0.3	0.9	0.9	-5	-1	15
Cc1noc(C)c1C(=O)Nc1ccc(Cl)cc1C(F)(F)F	1	1.5	-4	0.3	-6	0.8	1.1	1.1	1	8	-2
Cc1ccccc1NC(=O)c1cccc(S(=O)(=O)Oc2ccc([N+](=O)[O-])cc2)c1	0.8	3.6	-2	-3.8	·	-0.2	0.9	0.9	14	1	18
COc1ccc(CCNC(=O)C2CCN(S(C)(=O)=O)CC2)cc1	1	-0.2	-4	0.2	·	-0.3	1.1	1	-6	7	1
O=C1c2ccccc2C(=O)N1n1c(=O)[nH]c2ccccc2c1=O	0.9	4.7	-5	0.5	2	-0.3	0.9	0.8	4	4	7
O=C(CN1CCN(S(=O)(=O)c2ccc(Cl)cc2)CC1)Nc1ccc(F)cc1F	0.8	1.3	6	0.3	18	-0.2	0.9	0.9	3	2	21
Nc1cc(=O)[nH]c(=S)n1-c1cccc(C(F)(F)F)c1	1	2.4	0	0.1	·	0.0	1.1	1	3	7	-2
CCOC(=O)C1CCN(C(=O)COc2ccc(N(C)S(=O)(=O)c3ccc(C)cc3)cc2)CC1	0.9	0.2	9	-0.6	4	-0.1	1	1	4	1	7
COc1ccc(N(C(=O)Cc2cccs2)C(C(=O)NC2CCCCC2)c2cccn2C)cc1 (stereo not drawn)	1	3.2	5	0.2	·	0.1	1	1	9	8	0
CC(C)c1nc2sc3c(=O)[nH]c(=S)[nH]c3c2c2c1CCC2	0.1	1.0	-7	0.4	-12	-0.6	1	0.8	-4	4	85*
C=CCn1c(C)cc(C(=O)COc2ccc(S(=O)(=O)N3CCCC3)cc2[N+](=O)[O-])c1C	0.8	4.2	86*	-0.5	-4	-0.3	0.9	0.7	8	3	22
COc1cc(/C=N/Nc2ccc([N+](=O)[O-])cc2S(=O)(=O)N2CCOCC2)cc(OC)c1OC	0.9	3.5	6	0.0	0	-0.2	1.1	1.1	8	-22	13
Cc1ccc(NS(=O)(=O)c2ccc3[nH]c(=O)c(=O)[nH]c3c2)cc1Cl	0.8	3.6	15	-1.8	-21	-0.5	0.9	0.9	-4	9	17
Cn1c(SCc2ccccc2F)nc2cccnc21	0.9	-1.0	2	0.8	-5	0.5	1	1	-1	-3	9
COCc1[nH]nc2c1C(c1ccnc3ccccc13)C(C#N)=C(N)O2 (stereo not drawn)	0.9	0.9	-2	-0.3	·	-0.2	1	1.1	7	12	7
Cc1ccc(NC(=O)CSc2ncn[nH]2)cc1S(=O)(=O)N1CCOCC1	1.1	1.4	-2	-0.1	-10	-0.1	1.1	0.9	-7	4	-14
Cc1ccc(-c2nnc(CCC(=O)N(C)Cc3nccs3)o2)s1	·	0.6	13	-0.3	-14	0.1	·	·	-10	3	·
COc1cccc(NC(=O)C2CC(=O)N(C)C(=Nc3cccc(F)c3)S2)c1 (stereo not drawn)	0.8	19*	21	-0.1	9	0.5	0.9	0.8	-2	3	17
Cc1cccc(N=Nc2c(C)[nH]n(-c3ccccc3)c2=O)c1	1.1	7.5	-2	-0.6	2	0.1	1	1.1	8	18	-12
O=C1ON=C(c2ccccc2)/C1=C/c1ccc(-c2ccccc2[N+](=O)[O-])o1	0.7	5.3	100*	1.1	-11	-0.4	1.1	1	16	0	26
CCN(CC)C(=O)c1sc2nc(N3CCOCC3)c3c(c2c1N)CCCC3	0.8	2.6	6	0.2	·	-0.1	1.1	1	6	2	24
CCOC(=O)c1sc(NN=C(C(=O)OC)C(=O)OC)c(C(=O)OCC)c1C	1	6.4	-2	0.6	-5	-0.1	1	1	0	-12	0
Cc1nn(-c2ccccc2)c(C)c1/C=N/NC(=O)CSc1nc2ccccc2c(=O)n1-c1ccccc1	0.7	2.6	15	0.1	-7	-0.1	0.9	0.9	2	-6	28
CCOC(=O)c1ccc(NCn2c(=O)oc3ccccc32)cc1	0.9	0.8	1	-0.8	6	0.1	0.9	0.9	7	4	5
O=C(Nc1ccc(Cl)cc1Cl)c1ccc(-c2ccccc2)cc1	0.9	5.1	26	1.6	-22	-0.4	1.1	1.1	-16	2	6
CC1(C)Cc2c(C#N)c(N3CCN(C(=O)c4ccccc4Cl)CC3)nc(-c3ccco3)c2CS1	0.8	2.7	-4	-8.6	·	-0.3	0.8	0.8	-3	2	23
C#CCOCCOCCOCCNc1nc(N2CCN(C(=O)[C@H](C)n3cc(CCCN=C(N)N)nn3)CC2)nc(N2CCN(C(=O)[C@H](C)n3cc(CCCN=C(N)N)nn3)CC2)n1	1.4	-1.2	-8	0.5	-20	-0.1	1.1	1.3	-3	6	-39
COC(=O)c1cn(NC(=O)/C=C/c2ccc(OC)c(OC)c2)c(=O)c2ccccc12	0.9	4.0	-10	0.3	-10	-0.3	0.9	0.9	10	-14	14
CCNC(=O)c1sc2cc(C)ccc2c1Cl	0.9	0.8	0	-0.3	6	-0.2	1.1	1	0	0	15
C=CCOc1cccc(C2C(C(=O)c3ccco3)=C(O)C(=O)N2CCN2CCOCC2)c1 (stereo not drawn)	0.7	0.7	-6	-2.2	·	-0.4	1.4	1.1	-7	4	30
Cc1onc(-c2ccccc2Cl)c1C(=O)NCCn1ccc2ccccc21	0.9	2.1	6	1.5	-2	-0.3	0.9	0.9	11	4	10
O=C(c1cccc(S(=O)(=O)N2CCCCC2)c1)N1CCCCC1	1	1.9	-8	1.1	1	0.0	1	1	3	-4	2
CN1CCN(C(=O)c2ccc(-c3nn(C)c(=O)c4ccccc34)cc2)CC1	·	·	7	2.2	24	0.0	·	·	-6	·	·
O=C(c1ccco1)N1CCN(c2cc(=O)n(C3CCCCC3)c(=O)[nH]2)CC1	0.9	1.6	4	0.0	-49	-0.2	0.9	1	2	7	11
N#Cc1ccccc1CSc1ccc(-c2nc3ccccc3[nH]2)cn1	0.9	5.1	22	1.4	·	-0.3	0.9	0.9	-7	3	14

Filtered by structure: those above containing a CF3 group
SMILES	Diaphorase act	RAM network inh	Lmaj promast	Redox H2O2 prof	S1P3 antag	Hsp70 activator	PMI act satM6P	PMI activator	TLR4-MyD88 BLA	G6PDH counter	Diaph inh CS
Cc1noc(C)c1C(=O)Nc1ccc(Cl)cc1C(F)(F)F	1	1.5	-4	0.3	-6	0.8	1.1	1.1	1	8	-2
Nc1cc(=O)[nH]c(=S)n1-c1cccc(C(F)(F)F)c1	1	2.4	0	0.1	·	0.0	1.1	1	3	7	-2
